# From PubChem
# CHO-K1 Ca antag: nonselective inhibitor or artifact in parental CHO-K1 cells | ATP-induced calcium, Fluo-8 fluorescence | inhibition, % at 3 µM | 360,000 tested, 0.6% active;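 active = inhibition above a per-plate cutoff, the plate's mean sample inhibition plus 3 SD, cut at about 24% in these data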;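 also: 0% = DMSO plus EC80 ATP and 100% = DMSO alone without ATP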
# M1 PAM parental: M1 PAM counterscreen hit in parental CHO-K1 cells; 360,000 tested, 0.02% active; activation, % at 3 µM; ATP EC20, Fluo-8 calcium fluorescence; 0% at ATP EC20, 100% at ATP max;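 active = activation above the run cutoff, the mean activation of all test compounds plus 3 SD, cut at about 40% in these data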;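 also: peak over basal fluorescence ratio in a 140 s read after ATP addition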
# OXTR potentiate: potentiators of human oxytocin receptor. P30559. CHO-OTR cells, Fluo-8 calcium fluorescence, potentiator mode; 0% = oxytocin EC15, 100% = EC100. activation, % at 3 µM. 320,000 tested, 0.061% active. AID 2445;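 active = activation above that plate's cutoff, the mean activation of tested compounds plus 3 SD, cut at about 6.6% in these data, passing the limit was not always enough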;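 also: 100% uses oxytocin at 75 nM as the full agonist control; some results filed as inactive read as strong as hits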
# Target sequence (P30559 whole entry, looked up): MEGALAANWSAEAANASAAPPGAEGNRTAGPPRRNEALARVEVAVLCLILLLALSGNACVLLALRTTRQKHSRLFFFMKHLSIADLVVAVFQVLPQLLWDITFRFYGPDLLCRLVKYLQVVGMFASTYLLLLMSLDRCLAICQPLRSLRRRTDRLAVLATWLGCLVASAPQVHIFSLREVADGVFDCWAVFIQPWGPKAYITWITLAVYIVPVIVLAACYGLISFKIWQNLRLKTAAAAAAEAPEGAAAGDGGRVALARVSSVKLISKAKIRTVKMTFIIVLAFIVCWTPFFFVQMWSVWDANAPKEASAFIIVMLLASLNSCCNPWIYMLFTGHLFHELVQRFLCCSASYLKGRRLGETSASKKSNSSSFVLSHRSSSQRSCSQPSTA
#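 System: human OTR in CHO cells; Also added: sub-maximal oxytocin, roughly EC15; Timing: compound 6 min at room temperature before oxytocin, 100 s read; Technique: Fluo-8 intracellular calcium fluorescence, ex 470-495, em 515-575 nm; Controls: oxytocin EC15 low and EC100 high; Replication: singlicate.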
# TAAR1 antag: human TAAR1 antagonism; inhibition, % at 3 µM; AID 624466; 360,000 tested, 1.5% active; CHO RD-HGA16 TAAR1, Fluo-8 calcium fluorescence, antagonist; Q96RJ0;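 active = inhibition above a per-plate cutoff, the mean inhibition of test compounds on that plate plus 3 SD, cut at about 49% in these data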;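 also: 0% = DMSO plus EC80 beta-PEA response and 100% = DMSO alone without agonist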
# Target sequence (Q96RJ0 whole entry, looked up): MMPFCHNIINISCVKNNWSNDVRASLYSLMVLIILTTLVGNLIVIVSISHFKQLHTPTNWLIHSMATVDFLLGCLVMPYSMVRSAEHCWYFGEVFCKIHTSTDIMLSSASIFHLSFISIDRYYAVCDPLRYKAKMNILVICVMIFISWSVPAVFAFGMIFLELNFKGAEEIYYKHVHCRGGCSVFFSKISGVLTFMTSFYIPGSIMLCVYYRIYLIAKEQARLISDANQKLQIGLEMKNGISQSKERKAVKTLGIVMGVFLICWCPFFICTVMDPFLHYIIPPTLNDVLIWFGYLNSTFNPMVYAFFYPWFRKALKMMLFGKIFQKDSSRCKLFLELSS
#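 Material: CHO RD-HGA16 cells bearing hTAAR1; compound dosing: one-point dosing, 3 µM nominal final; schedule: dye loading 75 min at 37 °C, then 30 min room temperature; measured by: calcium fluorescence with Fluo-8; control set: vehicle and agonist controls; replication: n of 1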
# V1aR counter: counter-screen for oxytocin receptor agonists: human V1a receptor agonists; P37288; CHO-V1R cells, Fluo-8 calcium fluorescence, agonist mode; 0% DMSO, 100% 3 nM vasopressin; activation, % at 3 µM; 320,000 tested, 0.25% active;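 active = activation above the mean activation of all tested compounds plus 3 SD, per screening run, cut at about 20% in these data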;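 also: signal is peak over basal fluorescence ratio across a 100 second FLIPR read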
# CHO-K1 Ca ag: M1 agonist counterscreen hit in parental CHO-K1 cells. Fluo-8 calcium fluorescence; scaled to maximal ATP response, vehicle zero. activation, % at 3 µM. 360,000 tested, 0.48% active. AID 602248; in the data active = activation above about 15%;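 also: untransfected CHO-K1 host cells lacking M1 receptor as counterscreen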
# GPR7 antagonist: human neuropeptides B/W receptor 1 antagonism; AID 1861; P48145; inhibition, % at 4.4 µM; 290,000 tested, 1.1% active; GPR7-expressing cells, fluorescence antagonist assay; in the data active = inhibition above about 16%, passing the limit was not always enough;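 also: cells stimulated with the agonist NPW; 0% = agonist with vehicle and 100% = vehicle without agonist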
# Target sequence (P48145 whole entry, looked up): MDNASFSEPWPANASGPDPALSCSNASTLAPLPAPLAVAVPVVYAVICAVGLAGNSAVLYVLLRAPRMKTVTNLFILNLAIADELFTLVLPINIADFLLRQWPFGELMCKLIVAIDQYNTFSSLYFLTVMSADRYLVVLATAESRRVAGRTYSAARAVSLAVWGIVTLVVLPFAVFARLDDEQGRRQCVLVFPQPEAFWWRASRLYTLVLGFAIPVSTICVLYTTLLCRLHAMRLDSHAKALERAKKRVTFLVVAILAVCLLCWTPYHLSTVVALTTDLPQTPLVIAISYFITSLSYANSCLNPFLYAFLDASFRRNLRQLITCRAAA
# CHO parental Ca: counter-screen: ATP calcium response change in parental CHO cells; parental CHO-K1, ATP-induced calcium, Fluo-8 fluorescence; inhibition, % at 5.6 µM; 330,000 tested, 0.63% active; AID 463079;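 active = inhibition above that plate's mean sample inhibition plus 3 SD, cut at about 26% in these data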;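 also: 0% = ATP-challenged DMSO wells and 100% = DMSO wells without ATP; some compounds past the cut are filed as inactive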
#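 Test system: untransfected parental CHO cell line; also added: ATP stimulus; dosing: 5.6 µM, single dose; signal: calcium-sensitive Fluo-8 fluorescence; measure: percent inhibition of ATP-evoked calcium rise, normalized to controls; benchmarks: low control ATP plus DMSO, high control DMSO only; replication: one well per compound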
# OXTR agonist: activates the human oxytocin receptor; CHO-OTR cells, Fluo-8 calcium fluorescence; normalized: DMSO 0%, oxytocin 100%; activation, % at 3 µM; 320,000 tested, 0.32% active; AID 2435;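 active = activation above the mean of all tested compounds plus 3 SD, cutoff set per screening run, cut at about 20% in these data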;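 also: peak over basal fluorescence ratio from a 100 s FLIPR kinetic read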
# * marks the source's active call; other numbers are inactive results; . = no result given.
SMILES,CHO-K1 Ca antag,M1 PAM parental,OXTR potentiate,TAAR1 antag,V1aR counter,CHO-K1 Ca ag,GPR7 antagonist,CHO parental Ca,OXTR agonist
CC(C(=O)N1CCN(c2ccccc2)CC1)c1ccc([N+](=O)[O-])cc1 (stereo unspecified),-2,-6,-5,3,0.5,0.9,12,-7,-0.5
O=c1nc(SCc2c(F)cccc2Cl)nc(-c2ccccc2)[nH]1,.,.,-4,-49,-0.4,.,-13,-12,-0.2
CCOc1cc(C(=O)OC(C)C(=O)Nc2ccccc2OC)ccc1OCC(=O)N1CCOCC1 (stereo unspecified),-7,-2,.,-11,.,0.9,.,.,.
COc1cccc(-n2c(Cc3cc(=O)[nH]c(=O)[nH]3)nnc2SCC(=O)Nc2ccccc2)c1,5,4,-3,-31,0.5,0.1,-15,-5,1.0
Cc1ccc(OCC(=O)Nc2ccccc2-c2ccccc2)cc1,14,-12,-7,-6,0.3,-0.7,-21,-30,-0.8
CC(NC(=O)c1ccccc1F)c1nnc(SCC(=O)NC2CCCCC2)n1C (stereo unspecified),-10,14,-6,-10,-0.3,1.1,-17,-4,-0.1
Cn1c(=O)c2sccc2n2c(CCCC(=O)Nc3ccc(F)cc3F)nnc12,-17,6,-2,7,0.1,3.0,2,-4,0.3
Cc1cccc(N2CCN(C(=O)c3cccc(S(=O)(=O)N4CCOCC4)c3)CC2)c1C,-5,-9,.,3,.,0.2,.,.,.
CC1CCN(C(=O)C2CCN(c3ncnc4c3nc3n4CCCCC3)CC2)CC1,6,10,-9,-9,3.8,3.2,-2,-19,1.1
Cc1ccc(-c2cc(C(F)F)nc3sc4c(=O)[nH]cnc4c23)cc1,-16,7,-7,-25,0.6,0.4,.,-4,0.4
COc1cccc(/C=N/n2cnc3cc(C)c(C)cc32)c1OC,-2,-3,-8,-2,0.4,0.5,-14,-33,-1.1
Cn1c(=O)c2c(nc(N3CCOCC3)n2CCNC2=NCCC2)n(C)c1=O,7,-4,1,11,-0.7,-0.2,-11,6,0.9
C/C(=N\OC(=O)c1ccc(OC(C)C)cc1)c1ccc(C)c(C)c1,5,-2,-5,38,1.6,0.3,0,23,-0.1
C#CCN1C=CC(=O)[C@@H](O)[C@H]1c1ccccc1Br,-6,2,.,-13,.,0.3,.,.,.
CC(C)(C)OC(=O)C[C@H]1C/C=C\C[C@H](CC(=O)N(CCO)Cc2ccccc2)C(=O)N2CCC[C@H]2COC1=O,-8,9,-3,36,1.1,4.5,.,-6,-0.2
CCOC(=O)c1[nH]c(C)c(C(=O)c2ccc(C)cc2)c1C,-39,5,-8,10,-1.8,-0.1,14,-11,-1.1
O=C(NCc1cccnc1)c1cccs1,-11,17,-8,-14,0.0,1.5,-10,16,1.2
O=C(NCCC(=O)N1CCCC1)c1ccccc1Cl,0,6,-1,-9,0.3,1.4,-9,-7,0.1
CN(Cc1cccc(F)c1)C(=O)c1ccc2c(=O)n3c(nc2c1)CCC3,-1,9,-6,-15,1.2,1.0,1,-3,-0.1
O=C1CCC(c2ccc3ccccc3c2)O1 (stereo unspecified),0,2,.,18,.,0.7,.,.,.

# Of the compounds above, 3 have an aryl methoxy group.
SMILES,CHO-K1 Ca antag,M1 PAM parental,OXTR potentiate,TAAR1 antag,V1aR counter,CHO-K1 Ca ag,GPR7 antagonist,CHO parental Ca,OXTR agonist
CCOc1cc(C(=O)OC(C)C(=O)Nc2ccccc2OC)ccc1OCC(=O)N1CCOCC1 (stereo unspecified),-7,-2,.,-11,.,0.9,.,.,.
COc1cccc(-n2c(Cc3cc(=O)[nH]c(=O)[nH]3)nnc2SCC(=O)Nc2ccccc2)c1,5,4,-3,-31,0.5,0.1,-15,-5,1.0
COc1cccc(/C=N/n2cnc3cc(C)c(C)cc32)c1OC,-2,-3,-8,-2,0.4,0.5,-14,-33,-1.1

# (continued)
SMILES,CHO-K1 Ca antag,M1 PAM parental,OXTR potentiate,TAAR1 antag,V1aR counter,CHO-K1 Ca ag,GPR7 antagonist,CHO parental Ca,OXTR agonist
O=C(c1ccc(OCC2CCCO2)cc1)N1CCc2ccccc2C1 (stereo unspecified),-3,-13,-18,-8,-0.5,0.6,-7,-7,1.1
FC(F)(F)c1nnc2c3ccccc3c(Cl)nn12,-7,4,.,-13,.,0.0,-9,.,.
Cc1ccccc1OCC(=O)NN1CCN(C)CC1,-4,18,-1,-10,-0.6,-0.1,-11,-4,-1.0
CC(O)[C@H]1CNC(=O)C(=O)N1CC(C)(C)C (stereo partly specified),-23,22,-4,5,0.5,1.1,.,2,-0.1
CN(C)c1ncccc1-c1nc2ccccc2s1,-1,6,-9,6,-1.3,-0.5,-10,-11,-1.5
O=C1Nc2ccccc2C12OCCS2 (stereo unspecified),.,.,-4,.,0.1,.,.,-2,0.5
CN(Cc1ccsc1)C(=O)Cn1cc(Br)ccc1=O,-11,6,0,-2,0.8,0.3,10,7,-0.1
COc1cccc(C(=O)Nc2ccc(NC(=O)c3ccco3)cn2)c1,-9,22,-6,-4,0.2,2.1,10,-21,-0.6
Cc1ccccc1CN(C)c1ccc(S(=O)(=O)N2CCN(C)CC2)cn1,21,-12,-2,8,1.5,0.2,.,-16,3.0
CC(C)CC(=O)Nc1ccc(N2CCN(S(C)(=O)=O)CC2)cc1,-4,18,-4,3,1.5,0.5,3,-1,-0.7
COc1ccc(-c2csc3ncnc(Sc4nnnn4C)c23)cc1,-9,3,5,11,-0.3,0.2,.,-19,-1.8
CN(C)C(=S)Nc1cccc(C(F)(F)F)c1,-13,20,-2,-4,0.1,0.8,-8,-3,-0.1
Cc1cc(CN2CCOCC2)c(O)c(C2(C)CCCCC2)c1,-8,16,-12,-20,-0.9,0.0,1,-14,-1.8
COc1ccccc1CCN1C(=S)NC(C)(C)CC1(C)O (stereo unspecified),-8,7,-7,6,-1.7,-0.7,-4,-21,-2.5
CCOCCc1nnc(N)s1,0,-17,-4,4,0.2,-0.1,-4,-6,0.6
COc1cc2c3c(c1)C(C)=CC(C)(C)N3C(=O)C2=O,-15,1,4,-14,-2.0,-0.9,27*,-13,-2.7
Oc1ccc(N2CCN(C(c3cccs3)c3nnnn3CCc3ccccc3)CC2)cc1 (stereo unspecified),-5,-4,-14,-9,0.5,0.2,-1,-3,2.3
COc1ccccc1CNC(=O)CN(CCc1ccccc1)S(C)(=O)=O,-2,17,-20,1,0.4,0.8,-14,-13,2.1
CC(=O)c1c(C)[nH]c(C(=O)Nc2ccc(C)c(C)c2)c1C,-8,20,-15,9,2.9,1.4,2,-28,0.8
CN(CC(=O)O)S(=O)(=O)c1ccc2c(c1)n(C)c(=O)c(=O)n2C,15,-16,-2,-28,0.1,0.6,-12,4,1.0
CN(C)S(=O)(=O)c1cccc(NC(=S)Nc2cc(Cl)cc(Cl)c2)c1,11,16,-16,25,-0.3,3.7,-11,-6,2.2
COc1ccc(Cn2ccnc2SCC(=O)NC2CCCC2)cc1,-6,13,-13,-6,0.1,2.6,-8,-1,-0.5
CC(C)(C)NC(=O)C(=O)NNC(=O)COc1ccccc1,-4,26,-6,-1,0.5,0.3,-4,-5,-0.4
COc1ccc(SC[C@H](Cc2ccccc2)N2CC[C@@H](NC(=O)OCc3ccccc3)CCC2=O)cc1,-10,3,-8,36,1.4,0.2,.,-14,1.5
CCC(C)c1ccccc1OCCCN(C)Cc1ccccc1 (stereo unspecified),-11,16,-13,-6,-1.2,1.1,-17,-24,-0.7
Cc1cc2cc(CNC(=O)c3ccc(C)c([N+](=O)[O-])c3)ccc2[nH]1,-4,20,-6,5,6.7,1.1,-8,3,7.5
CC1([N+](=O)[O-])COC2(OC1)C(=O)Nc1ccccc12 (stereo unspecified),-15,1,3,9,0.7,0.9,-15,-11,2.9
O=C(NC1CCCCC1)c1cc2cc(Br)ccc2o1,-13,10,-12,3,1.1,1.8,7,5,-2.8
c1ccc2c(c1)c1ccccc1n1c(-c3ccc4c(c3)OCO4)nnc21,-4,21,-15,-15,-0.4,-0.2,-5,-15,-2.5
CN(C)CCCNC(=O)c1ccc(Oc2ccccc2)cc1,11,11,-6,0,1.1,0.4,-1,1,1.4
CCC(=O)c1cc(F)c(N2CCN(S(=O)(=O)c3ccccc3)CC2)cc1C,-10,23,-11,25,4.2,5.6,-17,-1,3.8
C#CCOCCOCCOCCNc1nc(N2CCN(C(=O)[C@H](CCC(=O)O)n3cc(C(N)CO)nn3)CC2)nc(N2CCN(C(=O)[C@H](Cc3ccc(O)cc3)n3cc(C(N)CC(C)C)nn3)CC2)n1 (stereo partly specified),.,.,-5,.,0.2,.,-14,-3,-0.7
COc1ccc(CNC(=O)CNC(=O)c2sc3ccccc3c2Cl)cc1OC,7,-24,-7,-45,1.7,0.3,.,-6,0.4
O=C(/C=C/c1ccc(OCc2c(F)cccc2Cl)cc1)N1CCOCC1,5,-12,-11,3,2.7,1.4,15,8,-1.2
Cc1nc(N2CCC(C(N)=O)CC2)c2c(-c3cccs3)csc2n1,-1,-3,-6,-17,2.2,1.9,-7,-13,1.3
CCCCNC(=O)NNC(=O)c1cc(C)on1,-7,12,-6,-7,1.2,-0.3,4,-5,-0.3
CC(C)Oc1cccc(C(=O)C2CCCN(Cc3cccn3-c3ccccn3)C2)c1 (stereo unspecified),-3,7,-7,1,2.9,6.0,2,-10,3.1
CC(C)COC(=O)NCCOC(=O)Nc1cccc(Cl)c1,24*,6,-10,23,8.1,9.1,2,57*,7.1
COc1ccc(NC(=O)c2ccc3ccccc3n2)cc1S(=O)(=O)N1CCCCC1,-1,16,-5,13,1.1,0.8,-2,-12,-1.9
CC(C)CCNC(=S)Nc1ccc2nc3n(c(=O)c2c1)CCCCC3,-7,13,-8,0,3.1,2.5,2,-9,1.5
O=C(NCc1ccc2c(c1)OCO2)c1ccc(NC(=O)C2CCCO2)cc1 (stereo unspecified),-5,1,-14,3,0.9,-0.1,3,2,0.1
C[C@H](NC(=O)Nc1cccc(Br)c1)C(=O)O,-8,8,-2,-21,1.8,0.2,-10,2,0.1
COc1ccc(OCC(=O)Nc2cc(S(=O)(=O)N3CCCC3)ccc2Cl)cc1,-3,8,.,61*,.,1.0,.,.,.
CCN(CC)S(=O)(=O)c1cccc(C(=O)N/N=C/c2ccc(N3CCOCC3)cc2)c1,-7,4,3,-10,1.3,1.1,-6,-11,2.0
Cc1[nH]c2ccccc2c1CCNC(=O)c1ccc2c(c1[N+](=O)[O-])C(=O)c1ccccc1C2=O,-4,20,-17,12,-0.1,0.5,-7,-6,-1.5
CCOC(=O)c1nc(-c2ccccc2)oc1N(C)C,-11,23,3,9,2.8,0.3,0,-12,-1.3
CN(C)CC#CCC(O)(c1ccccc1)c1ccccc1,-2,17,-2,-29,-0.6,0.9,-18,-13,0.7
CCOC(=O)C1Nc2c(F)cc(C)cc2C2C=CCC12 (stereo unspecified),.,.,-4,.,-0.3,.,.,-13,-0.4
